# Assay outcomes: PubChem BioAssay, Broad Institute
# PGC1a acetyl inh: PGC1a acetylation modulation, inhibitor mode; hit rate 0.17% among 350,000; U2OS PGC1a acetylation, AlphaScreen anti-acetyl-lysine; with virally co-expressed GCN5 acetyltransferase; AID 651687; inhibition, % at 15.6 µM;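 active = every replicate shows inhibition of at least 40%; inconclusive = mean inhibition at least 40% but some replicate below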;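 also: 0% = neutral control wells and 100% = positive control wells; some results beyond the cut were filed as inactive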
# LGR2 antag: inhibitors of bursicon-induced Drosophila LGR2 receptor cAMP signaling; HEK293 LGR2, CRE-luciferase, bursicon-stimulated, 4 h; inhibition, % at 9.99 µM; hit rate 0.35% among 380,000;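 active = drop in luminescence signal, shown as inhibition above about 50% in the replicate tests, limit read from the data, passing the limit was not always enough; inconclusive = probably only some replicates passing the limit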;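 also: agonist challenge used bursicon conditioned medium at about half maximal strength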
# Cneo AK release: causes C. neoformans cell lysis. adenylate kinase release luminescence, 4 h; normalised: neutral wells 0, clomiphene wells 100. lysis activity, % at 15 µM. hit rate 0.2% among 360,000. AID 651654;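 active = mean lysis activity across replicates of at least 80%, whatever share of replicates individually reach that level; inactive = mean lysis activity below 80%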
#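 Assay system: Cryptococcus neoformans yeast cells / Dosing: single-point compound dose / Timing: 4 h at 37 °C static, read 1 h later / Measured by: luminescence of released adenylate kinase using an AK detection reagent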
# ARNT TACC3 PPI: ARNT/TACC3 interaction disruption. AlphaScreen His-ARNT PAS-B/GST-TACC3 binding, luminescence; TACC3 fragment carries E629A point mutation. inhibition, % at 9.99 µM. AID 623870. Q9Y6A5. hit rate 0.66% among 390,000;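 active = mean inhibition of replicates at least 50% and at least half of replicates each reaching 50%; inconclusive = half or more replicates reach 50% but mean below 50%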;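 also: 0% = complete ARNT plus TACC3 wells and 100% = ARNT alone without TACC3; many hits fall short of the cut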
# INS-1E GSIS act: primary screen for activators of insulin secretion dependent on glucose, INS-1E cells, GLuc reporter luminescence | AID 743287 | INS-1E GLuc reporter insulin secretion, 2-3 h | hit rate 0.61% among 370,000 | activation, % at 16.6 µM;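 active = lowest replicate activation of at least 40%, so every replicate reaches that level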;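 also: 0% = median of neutral control wells and 100% = median of IBMX positive control wells; some compounds called inactive have numbers as strong as hits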
# PAX8 reporter: PAX8 transcriptional activity inhibition. RMG-I TPO-luciferase reporter, SteadyGlo, 24 h. inhibition, % at 12.6 µM. hit rate 1.2% among 360,000;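 active = mean replicate inhibition at least 60% with every replicate also reaching 60%; inconclusive = only one of the two criteria is met; inactive = mean below 60% and not all replicates reaching 60%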;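 also: luciferase light reporting Pax8 driven TPO promoter activity; plate controls were median of neutral control wells for no effect and mitoxantrone controls for full effect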
# PglD DTNB: PglD (C. jejuni) enzyme inhibition; inhibition, % at 12.5 µM; purified PglD enzyme, DTNB colorimetric CoA detection; hit rate 0.098% among 360,000; in the data active = inhibition above about 16%, passing the limit was not always enough; inconclusive = no clear call, values can overlap the other calls; also: strong numbers were not always called active
# Statin myotox sup: protects C2C12 myotubes from simvastatin toxicity | ATP luminescence, 48 h; scaled: DMSO 0, geranylgeraniol control 100 | rescue of ATP level, % at 7.49 µM | hit rate 0.78% among 330,000 | AID 602340;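 active = mean ATP rescue above about 67%, or every replicate alone reaching that limit, limit read from the data, passing the limit was not always enough; inconclusive = no clear call, values can overlap the other calls; inactive = mean under the limit and some replicate under it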;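 also: myotubes were challenged with 10 µM simvastatin during compound exposure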
# Active calls of the source: *; ? = inconclusive; nt = not tested or not shown; & = joins results of further samples; ! = not confirmed by another sample.
SMILES,PGC1a acetyl inh,LGR2 antag,Cneo AK release,ARNT TACC3 PPI,INS-1E GSIS act,PAX8 reporter,PglD DTNB,Statin myotox sup
Cc1cccc(-c2noc(CNC(=O)c3ccc4c(c3)OCO4)n2)c1,5,4,2,-6,16,-9,5,8
O=C(O)C(c1ccccc1)N1C(=O)/C(=C\c2ccc(-c3cccc(Cl)c3)o2)SC1=S (stereo unspecified),-10,5,-7,4,-14,-13,8,6
C[C@@H]1CCCCO[C@@H](CN(C)C(=O)Nc2ccc(C(F)(F)F)cc2)[C@@H](C)CN([C@H](C)CO)C(=O)c2cc(NS(=O)(=O)c3ccc(Cl)cc3)ccc2O1,10,11,2,0,-21,82*!,3,nt
c1ccc(CSc2nncn2-c2ccccn2)cc1,6,-16,-2,-3,23,-4,4,3
C[C@@H]1CN([C@H](C)CO)C(=O)CCCn2nncc2CO[C@H]1CN(C)S(=O)(=O)c1cccc(C#N)c1,-7&3,11,2&1,4,-9&5,-1&14,-2&4,-10&-7
O=C(CSc1nc(C2CC2)nc2c1cnn2-c1ccccc1)Nc1c[nH]c(=O)[nH]c1=O,6,-9,10,nt,16,-6,2,nt
COc1ccccc1C(=O)NC(=O)COC(=O)c1cccc(C)c1O,nt,-9,0,-6,-3,-3,-1,6
COc1ccc(CN2[C@@H](CO)[C@@H]3c4ccccc4N(C(=O)c4ccccc4)C[C@@H]32)cc1,-16,12,-3,5,-2,16,-9,29
Cc1ccc(S(=O)(=O)N2CC3(C)CN(S(=O)(=O)c4ccc(C)cc4)CC(C)(C2)C3O)cc1 (stereo unspecified),-12,-14,nt,-4,-4,nt,5,5
C[C@H]1CN([C@@H](C)CO)C(=O)c2cc(NC(=O)CCCN(C)C)ccc2O[C@@H]1CN(C)Cc1ccc(-c2ccccc2)cc1,2,-7,5,9,22,-17,-3,-7
O=S(=O)(Nc1ccccc1F)c1cccc(NC(=S)NCCN2CCOCC2)c1,nt,5,0,3,-4,3,5,0
Cc1cc(C)cc(NC(=O)Nc2ccc3c(c2)C(=O)N(C)[C@H]2CC[C@@H](CC(=O)O)O[C@@H]2CO3)c1,5,1,-1,-4,9,13,5,4
NC(=O)c1ccc(NC(=O)CCCNC(=O)c2ccc(Cl)cc2)cc1,-15,-2,-1,-8,3,-16,3,-3
C[C@@H]1CN([C@@H](C)CO)C(=O)c2cc(N(C)C)ccc2O[C@@H](C)CCCCO[C@H]1CN(C)Cc1ccc2c(c1)OCO2,-2&-4,24,-1,5,9,2&16,5,2
O=C1CCC[C@@H]2CC(Nc3ccc(F)cc3F)C[C@@H]3CCN1[C@H]23 (stereo partly specified),5,-6,-2,-5,2,-6,-1,7
CC(C)(C)c1ccc(OCCCn2ccnc2)cc1,2,-13,0,-1,-13,14,4,-32
OC[C@@H]1[C@@H](c2ccc(Cl)cc2)C(c2cccc(Cl)c2)=NN1c1ccccc1,3,-4,-1,-94,3,17,4,-2
c1nc(NCc2ccc3c(c2)OCO3)c2cc(-c3ccoc3)ccc2n1,nt,?,1,0,-3,-29,1,-5
COc1cccc(CNC(=O)[C@H]2N[C@H]3c4ccc(/C=C/c5ccccc5)c(=O)n4C[C@H]3[C@@H]2CO)c1,-5,0,0,-7,0,27,4,31
CCCCN(C(=O)Cc1ccc(S(=O)(=O)N2CCOCC2)s1)c1ccccc1,3,9,2,nt,-13,11,-2,3
CCOC(=O)/C=C/C(=O)OCC(=O)Nc1ccc([N+](=O)[O-])cc1,nt,-1,nt,-1,-10,54,nt,21
COc1ccccc1S(=O)(=O)N[C@H]1CC[C@H](CCNC(=O)C2CCC2)O[C@H]1CO,-17,3,-1,-1,-2,-12,2,-1
Cc1ccc(S(=O)(=O)N(CC(=O)N/N=C/c2ccccc2C(=O)O)c2cc(Cl)cc(Cl)c2)cc1,nt,-23,nt,-4,-2,4,nt,nt
CCCCn1c2ccc(F)cc2c2nnc(SCCN3CCOCC3)nc21,15,-15,-1,14,35,20,7,-21
CN(CCCC(=O)Nc1ccccc1)S(=O)(=O)c1ccc(Cl)cc1,4,12,0,14,-2,7,-3,-12
O=C(Cc1ccccc1)N1O[C@H]2C=C[C@@H]1CC2,-1,-6,1,-2,-3,8,-1,8
COCC(=O)Nc1ccc2c(c1)C(=O)N(C)C[C@@H](OC)[C@@H](C)CN(CCc1ccccc1)[C@@H](C)CO2,1,2,4,4,-7,0,0,1
CCNc1nc(NCC)nc(N/N=C/c2ccc(N(C)C)cc2)n1,nt,2,nt,38,-1,8,nt,nt
COc1ccc(NC(=O)Cn2nnc(C(=O)NCCc3ccccc3)c2N)c(OC)c1,7,-6,4,-2,5,-7,-3,1
CC(NC(=O)c1ccc2ccccc2n1)c1ccc(Br)cc1 (stereo unspecified),-7,3,8,-9,-1,15,-3,6
COc1ccc(CCNC(=O)CNCC2CCCCC2)cc1OC,14,5,0,-2,21,1,-5,3
COC(=O)C[C@@H]1C[C@@H]2c3cc(NC(=O)CN(C)C)ccc3O[C@@H]2[C@H](CO)O1,-7,1,-3,-4,18,-17,7,6
O=C(O)c1ccc2c(c1)C1C=CCC1C(c1cc3c(cc1Br)OCO3)N2 (stereo unspecified),5,0,nt,2,-28,-9,nt,nt
C[C@@H]1CN([C@H](C)CO)C(=O)c2cc(NS(=O)(=O)c3cn(C)cn3)ccc2O[C@H]1CN(C)Cc1ccc(C(=O)Nc2ccccc2N)cc1,-7,-7,0,-4,16,nt,3,36
CCOC(=O)COn1c(-n2nc(C)cc2C)nc2ccccc2c1=O,5,-23,1,14,5,-29,-4,-6
CC(C)c1ccc(-c2nn(-c3ccccc3)cc2C2C(C#N)=C(N)OC3=C2C(=O)CC(C)(C)C3)cc1 (stereo unspecified),4,nt,nt,-1,-27,nt,nt,-56
O=C(CCc1nnc2ccc(NCc3ccc(F)cc3)nn12)NC1CCCC1,-16,1,15,0,5,1,5,-9
CCOC(=O)C(=O)c1c(-c2ccccc2)nc2ccccn12,-19,0,nt,5,11,-6,nt,nt
C[C@H]1CCCCO[C@H](CN(C)Cc2ccc(C(F)(F)F)cc2)[C@@H](C)CN([C@@H](C)CO)C(=O)c2cc(NC(=O)c3ccccc3)ccc2O1,10,6,0,-3,-23,85*,2,nt
Cc1cccc(NC(=O)c2cc3ccccc3c(=O)o2)n1,-7,-28,-1,-7,12,-188,1,16
C[C@@H]1CN([C@H](C)CO)C(=O)c2cc(NC(=O)Nc3ccc(C(F)(F)F)cc3)ccc2O[C@@H](C)CCCCO[C@H]1CN(C)C(=O)c1ccccc1,-2,-3,-3,7,4,102*,-1,nt
CCc1cccc(C)c1NC(=O)COn1nnc2ccc(C(F)(F)F)cc21,nt,33,nt,-6,-18,-10,nt,nt
O=C(Nc1cccc(S(=O)(=O)N2CCCC2)c1)C1CCCN1C(=O)c1cccs1 (stereo unspecified),nt,3,nt,2,-5,12,nt,15
COc1ccc(N(CCCN2C(=O)c3cccc4cccc(c34)C2=O)C(=O)c2cccs2)cc1,nt,1,-1,-7,2,10,2,nt
O=C(CCS(=O)(=O)c1cccs1)NC1CCCCCC1,11,nt,-1,-1,nt,nt,-2,8
O=c1cc(CSc2n[nH]c(=O)n2C2CC2)c2ccc(O)cc2o1,3,6,2,nt,12,-35,-9,nt
COc1ccc(-c2csc3ncnc(N4CCN(C(=O)c5ccco5)CC4)c23)cc1,-43,-10,-1,-11,-3,5,3,-35
CCOc1cc(S(=O)(=O)n2ccc(C)n2)ccc1Br,-18,1,-1,-5,-2,-5,-1,11
Cc1cc(Cl)cc2c(N=Nc3ccccc3C(=O)O)c(O)[nH]c12,nt,10,-1,-5,-7,7,-4,-6
O=C(Nc1ccccc1N1CCCC1)c1ccccc1F,nt,8,3,-3,3,3,-3,-24
COc1ccccc1-c1cccc([C@@H]2C[C@H]3[C@H](CON3C)CN2Cc2cc(Cl)cc(Cl)c2)c1,-4,0,2,-4,7,-18,-4,-17
O=C(C1CCN(S(=O)(=O)c2cccs2)CC1)N1CCCCC1,2,8,4,26,11,-14,-2,0
COc1ccccc1-n1nnnc1SCC(=O)Nc1ccccc1,-16,-17,2,3,7,7,-8,2
COC(=O)c1ccc(-n2c(CCC(=O)O)ccc2-c2ccccc2)cc1,nt,nt,-1,26,nt,nt,0,-9
CCC(=O)Nc1ccc2c(c1)OC[C@@H](C)N(Cc1nccs1)C[C@@H](C)[C@@H](OC)CN(C)C2=O,-9,22,4,-1,-5,0,-2,18
COc1cccc(CNCc2ccc(OC)c3ccccc23)c1OC,-3,5,-1,9,-8,3,3,-16
C[C@@H]1CN([C@@H](C)CO)C(=O)Cc2cc(NC(=O)NC3CCCCC3)ccc2O[C@@H]1CN(C)S(=O)(=O)c1cn(C)cn1,0,7,3,-16,8,nt,4,4
NC(=O)CSc1nc2ccccc2n1Cc1ccccc1,nt,-6,nt,-14,-4,14,nt,nt
CC(C)CCOP(=O)(c1ccc(N(C)C)cc1)C(O)c1ccc(C(C)C)cc1 (stereo unspecified),-20,4,0,-1,-4,-13,-6,27
CO[C@@H]1CN(C)C(=O)c2cc(NC(=O)Nc3ccc4c(c3)OCO4)ccc2OC[C@H](C)NC[C@H]1C,-4,-23,-2,-7,4,-126,2,-24

# The listing continues:
SMILES,PGC1a acetyl inh,LGR2 antag,Cneo AK release,ARNT TACC3 PPI,INS-1E GSIS act,PAX8 reporter,PglD DTNB,Statin myotox sup
COc1ccc(-n2c(SC)nc(O)c(Cc3ccccc3)c2=O)cc1,nt,nt,-2,1,nt,nt,2,43
Cc1ccc(-n2c(SCC(=O)NCc3ccc4c(c3)OCO4)nnc2-c2cccnc2)c(C)c1,nt,nt,3,-3,nt,1,-14,10
Cn1nc(N)c2ncc(C(Cl)(Cl)Cl)nc21,0,-7,0,nt,10,16,-3,14
O=C(Nc1cccc(F)c1)N1C[C@@H]2[C@H](c3ccccc31)[C@@H](CO)N2C(=O)C1CCOCC1,-1,-3,-5,18,-11,-9,8,2
O=S(=O)(c1cccs1)N1CCCCN2[C@H](CO)[C@H](c3ccc(/C=C/c4ccccc4)cc3)[C@@H]2C1,-11,11,8,28,17,36,2,-25
CC(=O)c1ccc(NC(=O)Cn2cnc(S(=O)(=O)N3CCc4ccccc43)c2)cc1,-9,-1,1,12,0,4,-5,4
O=[N+]([O-])c1ccc(NCCCc2ccccc2)cc1,-6,-35,2,nt,15,-72,7,3
O=C(C[C@@H]1CC[C@@H](NC(=O)CC2CC2)[C@H](CO)O1)NCc1ccc(-c2ccccc2)cc1,-6,1,-2,-11,0,3,-4,5
COc1cccc(NC(=O)Nc2nnc(N3CCCCC3C)s2)c1 (stereo unspecified),8,-61,-2,-9,nt,-92,1,7
CN1C(=O)[C@@H]2[C@@H]3C[C@@H]([C@H]4ON=C(c5ccccc5OCC#N)[C@@H]34)[C@@H]2C1=O,-25,-3,-1,-2,7,7,5,-15

# Entries of single compounds, quoted from the list.
# Cc1ccc(-n2c(SCC(=O)NCc3ccc4c(c3)OCO4)nnc2-c2cccnc2)c(C)c1 is entered as PGC1a acetyl inh = nt; LGR2 antag = nt; Cneo AK release = 3; ARNT TACC3 PPI = -3; INS-1E GSIS act = nt; PAX8 reporter = 1; PglD DTNB = -14; Statin myotox sup = 10
# O=C(Nc1cccc(F)c1)N1C[C@@H]2[C@H](c3ccccc31)[C@@H](CO)N2C(=O)C1CCOCC1 is entered as PGC1a acetyl inh = -1; LGR2 antag = -3; Cneo AK release = -5; ARNT TACC3 PPI = 18; INS-1E GSIS act = -11; PAX8 reporter = -9; PglD DTNB = 8; Statin myotox sup = 2
